High-throughput results deposited in PubChem by National Center for Advancing Translational Sciences (NCATS).
D3 antag – qHTS of D3 Dopamine Receptor Antagonist: qHTS | D(3) dopamine receptor (Homo sapiens), P35462 | D3R cells, DiscoveRx beta-arrestin luminescence, antagonist mode; stronger effect = lower value | max response, negative = inhibition, % | hit rate 2.5% among 360,000 | AID 652054, 2013; in the data active = max response below about -50%; inconclusive = no clear call, values can overlap the other calls; also: % is scaled to controls: 0 for no effect and ±100 for the full control effect; mostly tested at two doses, the higher about 12 µM
Target sequence (P35462 whole entry, looked up): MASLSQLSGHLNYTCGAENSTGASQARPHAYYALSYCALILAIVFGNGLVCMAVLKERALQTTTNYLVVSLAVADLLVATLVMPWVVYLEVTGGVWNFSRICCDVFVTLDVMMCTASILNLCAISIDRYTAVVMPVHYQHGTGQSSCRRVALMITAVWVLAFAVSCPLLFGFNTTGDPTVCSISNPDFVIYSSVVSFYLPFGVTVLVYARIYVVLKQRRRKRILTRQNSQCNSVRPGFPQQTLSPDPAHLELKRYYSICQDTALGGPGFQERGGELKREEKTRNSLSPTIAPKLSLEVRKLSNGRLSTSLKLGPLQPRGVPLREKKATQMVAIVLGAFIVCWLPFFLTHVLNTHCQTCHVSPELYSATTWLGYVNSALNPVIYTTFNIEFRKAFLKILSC
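Cells expressing the human receptor were seeded at 1500 cells/well, incubated overnight at 37 degrees C in 5% CO2, then exposed to library compounds with dopamine controls for 90 minutes at 37 degrees C before luminescent detection.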
D3 ag – qHTS of D3 Dopamine Receptor Agonist: qHTS. D(3) dopamine receptor (Homo sapiens), P35462. D3R DiscoveRx beta-arrestin cells, luminescence, 90 min. max activation, %. hit rate 0.58% among 410,000; in the data active = max activation above about 30%; also: 0% is about no effect; mostly tested at two doses, the higher about 12 µM
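Agonist-mode cell screen: cells plated at 1500/well and incubated overnight at 37 °C, then exposed to library compounds for 90 min at 37 °C. Detection reagent was added for 30–60 min at room temperature, and luminescence was read.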
HEK293 tox – qHTS of GLP-1 Receptor Inverse Agonists: Cytotox Screen; HEK293 cAMP-luciferase reporter cells, luminescence, 24 h; hit rate 0.13% among 410,000; Potency, µM (series often up to 38.3 µM), without a hit: top-dose activity change, negative = inhibition, most hits filed as inhibitors;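 also: loss of luciferase light is scored as toxicity; potency is read from the fitted curve at half-maximal effect; % is scaled to controls: 0 for no effect and ±100 for the full control effect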
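Compound-treated cells are incubated 24 hr at 37 deg C under 5% CO2 after a 12 hour attachment period, then luciferase detection reagent is added and luminescence is measured following 12 min at room temperature; lowered signal indicates toxicity.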
GLP1R ag – qHTS of GLP-1 Receptor Agonists. HEK293 GLP-1R CRE-luciferase, luminescence, 4-6 h; cells express a hypersensitive GLP-1R form. Glucagon-like peptide 1 receptor (Homo sapiens), P43220. hit rate 0.007% among 380,000. Potency, µM (doses to about 45.6 µM), for inactives: top-dose activation, usual class: activators; also: potency is read from the fitted curve at half-maximal effect; % of control where 0% means no effect
Target sequence (P43220 whole entry, looked up): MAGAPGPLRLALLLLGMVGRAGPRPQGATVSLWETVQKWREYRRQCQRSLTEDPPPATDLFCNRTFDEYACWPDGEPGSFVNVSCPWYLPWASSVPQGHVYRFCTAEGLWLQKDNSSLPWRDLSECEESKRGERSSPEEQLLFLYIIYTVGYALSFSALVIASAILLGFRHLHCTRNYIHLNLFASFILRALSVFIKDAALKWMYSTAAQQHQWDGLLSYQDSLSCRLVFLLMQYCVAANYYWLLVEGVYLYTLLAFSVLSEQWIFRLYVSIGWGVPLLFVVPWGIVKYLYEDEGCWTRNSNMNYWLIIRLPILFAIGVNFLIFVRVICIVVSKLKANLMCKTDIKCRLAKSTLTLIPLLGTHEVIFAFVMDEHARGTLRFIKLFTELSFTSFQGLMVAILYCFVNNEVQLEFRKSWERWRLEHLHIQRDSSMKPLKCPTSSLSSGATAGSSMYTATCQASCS
aSyn rescue – qHTS of alpha-syn Inhibitors. hit rate 0.14% among 370,000. Yeast expressing alpha-synuclein, growth rescue, BacTiter-Glo, 24 h. AID 652106, 2013. Potency, µM (series often up to 46.1 µM), for the others: at the highest dose growth rescue (activation), hits mostly activators; also: potency is read from the fitted curve at half-maximal effect; % of control where 0% means no effect; nearly all actives have a fitted effect of over 65% in size
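Screening used galactose-induced yeast with toxic alpha-synuclein levels, exposed to compound for 24 hr at 30 deg C. Cell growth, read with BacTiter-Glo luminescence, gave the measured signal.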
TDP43 rescue – qHTS of TDP-43 Inhibitors | TDP-43 expressing yeast growth rescue, BacTiter-Glo, 24 h | Potency, µM (highest dose often 46.1 µM), for inactives: top-dose growth rescue (activation), actives largely listed as activators | hit rate 1.8% among 410,000 | AID 652104, 2013; also: potency is read from the fitted curve at half-maximal effect; % of control where 0% means no effect; nearly all actives have a fitted effect of over 50% in size
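Yeast cells expressing TDP-43 under galactose induction are exposed to compounds for 24 hr at 30 deg C. BacTiter-Glo luminescence measures growth, so protective compounds score as activators.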
GLP1R inv ag – qHTS of GLP-1 Receptor Inverse Agonists (Inhibition Mode); Glucagon-like peptide 1 receptor (Homo sapiens), P43220; HEK293 GLP-1R CRE-luciferase, luminescence, 24 h; GLP-1R form is constitutively active; Potency, µM (top dose mostly 38.3 µM), inactives show top-dose activity change, negative = inhibition, usual class: inhibitors; hit rate 1.6% among 410,000; AID 624417, 2012; also: potency is read from the fitted curve at half-maximal effect; % is scaled to controls: 0 for no effect and ±100 for the full control effect; nearly all actives have a fitted effect of over 55% in size
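Using stably transfected HEK293 (constitutively active GLP-1R, cAMP-luciferase reporter), compounds were incubated 24 hr and luciferase measured by luminescence.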
KB-V1 cytotox – qHTS assay for MDR1-selective chemotherapeutics: Primary screen using the drug-selected MDR subline cells KB-V1; KB-V1 MDR cells viability, CellTiter-Glo, 72 h; Potency, µM (highest dose often 46.1 µM), without a hit: at the highest dose activity change, negative = cytotoxicity, hits mostly cytotoxic; hit rate 3.4% among 400,000; AID 1347076, 2019; also: potency is read from the fitted curve at half-maximal effect; % is scaled to controls: 0 for no effect and ±100 for the full control effect; nearly all actives have a fitted effect of over 60% in size
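Following 72 h at 37 degrees C with compound, KB-V1 cell viability was read by CellTiter-Glo luminescence, medium being phenol-red-free DMEM plus 10% FBS; concentration-response parameters came from normalized, curve-fitted qHTS data.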
PTHR1 ag – qHTS for PTHR1 Agonists: Primary Screen. Parathyroid hormone/parathyroid hormone-related peptide receptor (Homo sapiens), Q03431. HEK293 GP2 PTHR1 cells, GloSensor cAMP luminescence, 1 h. Potency, µM (top dose mostly 115 µM), without a hit: at the highest dose activation, actives largely listed as activators. hit rate 0.075% among 410,000. AID 743266, 2014; also: potency is read from the fitted curve at half-maximal effect; nearly all actives have a fitted effect of over 55% in size; some results filed as inactive show a strong effect at the top dose; inactives centre near -15; many of its hits are not listed in these tables
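HEK-293-derived GP2 cells expressing PTHR1 and a GloSensor cAMP reporter, 3,000/well, plated overnight, given luciferin plus IBMX (each 0.5 mM as added) for 1 h at 37 °C, then compound for 1 h at 37 °C. Luminescence was read after 15 min at room temperature.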
Active calls of the source: *; i = inactive; ? = inconclusive; . = not tested or not shown; [ ] = another dose, or the depositor's remark. Unless noted, calls follow the shape of the dose curve; as a rule, active = well fitted curve in the direction sought with a large enough effect; inconclusive = small, poorly fitted or top-dose-only effect, or another doubt; inactive = no such curve, though single readings can be large; an effect the other way counts as inactive or inconclusive. Only part of the results is shown; rates above refer to the full screens.

Field names – A = D3 antag; B = D3 ag; C = HEK293 tox; D = GLP1R ag; E = aSyn rescue; F = TDP43 rescue; G = GLP1R inv ag; H = KB-V1 cytotox; I = PTHR1 ag
CCOc1nc2cnccc2n(CC(=O)Nc2ccc(C)c(C)c2)c1=O
  A: ?; B: 2; C: 10%; D: -2%; E: 1%; F: 14%; G: 6%; H: 20%; I: i

COc1cc([N+](=O)[O-])cc2cc(C(=O)N3CCCC3)c(=O)oc12
  A: -19; B: -2; C: ?; D: 0%; E: -7%; F: -32%[inhibitor]; G: -19%; H: -10%; I: -28%

COc1ccc(NS(=O)(=O)c2cc(NC(=O)/C=C/c3ccccc3OC)ccc2N2CCCCC2)cc1
  A: -29; B: -10; C: 17%; D: 7%; E: -9%; F: -11%; G: 7%; H: 5.2µM*; I: 7%

COC(=O)c1cc(Nc2nc3ccccc3nc2NS(=O)(=O)c2ccc(C)cc2)ccc1Cl
  A: .; B: 5; C: 4%; D: 1%; E: .; F: 12%; G: 0%; H: -7%; I: -38%[inhibitor]

O=C(COc1ccccc1)Nc1c2c(nn1-c1ccc(F)cc1)CS(=O)(=O)C2
  A: 4; B: 5; C: -1%; D: -7%; E: 1%; F: 24%; G: -4%; H: -17%; I: -6%

Cn1nnnc1SCC(=O)NCc1ccccc1
  A: ?; B: -9; C: 0%; D: -12%; E: -3%; F: 3%; G: 13%; H: -3%; I: -3%

Cc1nn(-c2ccccc2)c(C)c1/C=N/NC(=O)c1cc(-c2cccc3ccccc23)n[nH]1
  A: -8; B: 20; C: -20%; D: 21%; E: 13%; F: -8%[0.397 µM]; G: 8%; H: -1%; I: i

O=C(CN(Cc1cccs1)C(=O)CNS(=O)(=O)c1ccccc1)NCc1ccco1
  A: -19; B: 2; C: 7%; D: -1%; E: -9%; F: -1%; G: -14%; H: -29%; I: i

O=C(COC(=O)c1ccc(Br)o1)NCc1ccco1
  A: -7; B: -6; C: 12%; D: -12%; E: -3%; F: 17%; G: -7%; H: 1%; I: i

CCCOc1ccc(/C(O)=C2/C(=O)C(=O)N(c3cc(C)on3)C2c2ccc(C(=O)OC)cc2)cc1 (stereo unspecified)
  A: ?; B: 6; C: -11%; D: -10%; E: 9%; F: 3%; G: 10%; H: 9%; I: i

Some of these compounds in order of SMILES length, ascending:
Field names – A = D3 antag; B = D3 ag; C = HEK293 tox; D = GLP1R ag; E = aSyn rescue; F = TDP43 rescue; G = GLP1R inv ag; H = KB-V1 cytotox; I = PTHR1 ag
CCOc1nc2cnccc2n(CC(=O)Nc2ccc(C)c(C)c2)c1=O
  A: ?; B: 2; C: 10%; D: -2%; E: 1%; F: 14%; G: 6%; H: 20%; I: i

COc1cc([N+](=O)[O-])cc2cc(C(=O)N3CCCC3)c(=O)oc12
  A: -19; B: -2; C: ?; D: 0%; E: -7%; F: -32%[inhibitor]; G: -19%; H: -10%; I: -28%

COC(=O)c1cc(Nc2nc3ccccc3nc2NS(=O)(=O)c2ccc(C)cc2)ccc1Cl
  A: .; B: 5; C: 4%; D: 1%; E: .; F: 12%; G: 0%; H: -7%; I: -38%[inhibitor]

Cc1nn(-c2ccccc2)c(C)c1/C=N/NC(=O)c1cc(-c2cccc3ccccc23)n[nH]1
  A: -8; B: 20; C: -20%; D: 21%; E: 13%; F: -8%[0.397 µM]; G: 8%; H: -1%; I: i

COc1ccc(NS(=O)(=O)c2cc(NC(=O)/C=C/c3ccccc3OC)ccc2N2CCCCC2)cc1
  A: -29; B: -10; C: 17%; D: 7%; E: -9%; F: -11%; G: 7%; H: 5.2µM*; I: 7%

CCCOc1ccc(/C(O)=C2/C(=O)C(=O)N(c3cc(C)on3)C2c2ccc(C(=O)OC)cc2)cc1 (stereo unspecified)
  A: ?; B: 6; C: -11%; D: -10%; E: 9%; F: 3%; G: 10%; H: 9%; I: i

Additional records follow.
Field names – A = D3 antag; B = D3 ag; C = HEK293 tox; D = GLP1R ag; E = aSyn rescue; F = TDP43 rescue; G = GLP1R inv ag; H = KB-V1 cytotox; I = PTHR1 ag
O=S(=O)(c1ccccc1Cl)N1CCCC1c1nc(-c2ccccc2Cl)no1 (stereo unspecified)
  A: 5; B: 5; C: -8%; D: 9%; E: 16%; F: 14µM*; G: ?; H: ?; I: -15%[57.5 µM]

COc1ccc(-c2nc(CN3CCCCC3c3nccn3C)c(C)o2)c(C)c1C (stereo unspecified)
  A: 2; B: 3; C: ?; D: 24%; E: 0%; F: -13%[1.82 µM]; G: ?; H: -27%; I: i

COc1ccc(CC(=O)OCc2cc3cccc(C)c3[nH]c2=O)cc1
  A: -18; B: -10; C: 1%; D: -9%; E: 1%; F: -24%; G: 1%; H: -17%; I: -3%[57.5 µM]

CC(=O)CSc1nnc(-c2ccc(S(=O)(=O)N3CCOCC3)cc2)n1C
  A: 2; B: 12; C: -2%; D: 8%; E: -10%; F: -8%; G: 2%; H: ?; I: i

O=C1CN(C(=O)c2cccs2)c2ccccc2N1
  A: -5; B: 4; C: -6%; D: -4%; E: -1%; F: 0%; G: 5%; H: 9%; I: i

O=C1NC(Cc2ccc(O)cc2)c2nc3cc(F)ccc3c(=O)n2-c2ncccc21 (stereo unspecified)
  A: -2; B: 5; C: 1%; D: 4%; E: -7%; F: 18%; G: 0%; H: 5%; I: -24%

Cc1cc(=O)[nH]c(SCC(=O)Nc2nc3ccccc3s2)n1
  A: 4; B: 10; C: 23%; D: -7%; E: -7%; F: 8%; G: -7%; H: ?; I: 33%

COc1ccccc1OCCCOc1ccc([N+](=O)[O-])cc1Cl
  A: 29; B: -3; C: -2%; D: 25%; E: -8%; F: 26%; G: ?; H: -7%; I: -13%

O=C(CNC(=O)c1cccs1)NCCc1ccco1
  A: 17; B: -2; C: -5%; D: 4%; E: -2%; F: -9%; G: 2%; H: -1%; I: -12%

CC(C)CC(=O)NC(=S)N(Cc1ccccc1)Cc1ccccc1
  A: 35; B: 5; C: 2%; D: 0%; E: 5%; F: ?; G: ?; H: -28%; I: -13%

COc1cc(NC(=O)c2ccco2)c(OC)cc1NC(=O)Nc1ccccc1Cl
  A: -23; B: -8; C: -12%; D: 0%; E: -5%; F: -29%; G: -5%; H: -4%; I: ?

COC(=O)c1cc(OC)c(OC)cc1NC(=O)CC1CCCCC1
  A: 4; B: 22; C: -13%; D: 10%; E: -5%; F: -5%; G: -2%; H: ?; I: -25%[57.5 µM]

CCSc1nc(-c2ccccc2)cc(=O)[nH]1
  A: -9; B: -40; C: ?; D: 21%; E: 0%; F: 7%; G: 77%[activator]; H: 15%; I: -18%
